# Assay outcomes (PubChem)
# MLL CXXC-DNA inh = qHTS Fluorescence Polarization Assay for Inhibitors of MLL CXXC domain - DNA interaction. Histone-lysine N-methyltransferase 2A (Homo sapiens), Q03164. MLL-CXXC / FITC-HOXA9 DNA fluorescence polarization. Potency, µM (series often up to 115 µM), inactives show top-dose activity change, negative = inhibition, usual class: inhibitors. 290,000 compounds, 0.037% hits; active = well fitted inhibition curve with a large enough effect in the polarisation, with a control signal flat, not every such curve was filed as active; inconclusive = small, poorly fitted or top-dose-only effect, or effect the other way, or a change in a side signal; inactive = no such curve, though single readings can be large or run the other way; the % refers to the polarisation
#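 Steps: dispense CXXC domain solution (7 uM) → pin compounds or unlabeled HOX-A9 DNA control → 5 min ambient → add FLSN-HOX-A9 solution (50 nM) → spin → 30 min ambient → fluorescence polarization. Tris pH 7.5/NaCl/DTT/BSA buffer.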
# FLuc modulator = qHTS profiling assay for firefly luciferase inhibitor/activator using purifed enzyme and Km concentrations of substrates (counterscreen for miR-21 project); purified FLuc, Km substrates, luminescence inhibition; Potency, µM (top dose mostly 57.5 µM), for the others: at the top dose activity change, negative = inhibition, actives largely listed as inhibitors; 360,000 compounds, 6.9% hits;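 also: plate controls were vehicle for no effect and reference inhibitor for full effect; nearly all actives have a fitted effect of over 55% in size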
#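 Purified P. pyralis luciferase (10nM final) with 10uM D-luciferin and 10uM ATP (Km levels) in 50mM Tris acetate pH 7.5, 10mM Mg acetate, 0.01% Tween-20, 0.05% BSA; qHTS 6-point titration, ~60 µM downward; luminescence read.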
# NPC1 prom act = qHTS Assay for NPC1 Promoter Activators | Potency, µM (highest dose often 9.22 µM), inactives show top-dose activation, actives largely listed as activators | Huh7 NPC1 promoter luciferase reporter, 24 h | AID 485313, 2010 | 320,000 compounds, 2.4% hits;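 also: % of control where 0% means no effect; nearly all actives have a fitted effect of over 60% in size; reporter is driven by a mutant NPC1 promoter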
#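 Readout is luciferase luminescence, reflecting NPC1 promoter activation in stably transfected Huh7 cells after 24 h compound exposure at 37 °C in reduced-serum medium with 10% FBS.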
# RORgamma inh = qHTS for inhibitors of ROR gamma transcriptional activity. 310,000 compounds, 5.4% hits. Nuclear receptor ROR-gamma (Mus musculus), P51450. AID 2551, 2010. Potency, µM (highest dose often 53.6 µM), inactives show top-dose activity change, negative = inhibition, actives largely listed as inhibitors. Drosophila S2 Gal4-RORgamma UAS-luciferase reporter, 20 h; also: % is scaled to controls: 0 for no effect and ±100 for the full control effect; nearly all actives have a fitted effect of over 60% in size
# Target sequence (P51450 whole entry, looked up, the tested form may be a part): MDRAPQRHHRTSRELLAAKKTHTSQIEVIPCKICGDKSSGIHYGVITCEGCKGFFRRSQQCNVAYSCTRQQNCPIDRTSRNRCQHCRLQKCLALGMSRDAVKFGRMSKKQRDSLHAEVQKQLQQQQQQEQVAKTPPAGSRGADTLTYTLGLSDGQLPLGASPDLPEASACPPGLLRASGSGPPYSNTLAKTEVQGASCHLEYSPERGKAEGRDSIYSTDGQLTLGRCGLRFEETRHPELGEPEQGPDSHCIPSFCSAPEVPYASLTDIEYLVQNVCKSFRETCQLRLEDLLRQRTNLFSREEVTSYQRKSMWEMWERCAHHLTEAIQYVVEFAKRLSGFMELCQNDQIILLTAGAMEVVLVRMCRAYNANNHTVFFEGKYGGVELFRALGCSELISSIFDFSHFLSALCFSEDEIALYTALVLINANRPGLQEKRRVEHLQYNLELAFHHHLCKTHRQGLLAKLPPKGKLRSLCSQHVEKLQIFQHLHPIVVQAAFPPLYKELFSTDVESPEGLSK
#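 Drosophila S2 cells stably expressing Gal4-DBD/mouse RORγ fusion under metallothionein promoter plus UAS-luciferase; compound 1 h, then 700 uM CuSO4 induction for 20 h at ambient temperature; inhibition read as reduced luminescence.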
# Rab9 prom act = qHTS Assay for Rab9 Promoter Activators. 320,000 compounds, 2.8% hits. Potency, µM (series often up to 9.22 µM), for inactives: at the highest dose activation, negative = inhibition, hits mostly activators. Huh7 Rab9 promoter-luciferase reporter, luminescence, 24 h; also: % of control where 0% means no effect; nearly all actives have a fitted effect of over 60% in size
#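 Huh7 cells stably carrying Rab9 promoter–luciferase reporter, plated 1500 cells/well, compound added after 2 h and incubated 24 h at 37 °C; luciferase luminescence then read after 10 min with detection reagent.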
# ELG1 genotoxic = qHTS screen for small molecules that induce genotoxicity in human embryonic kidney (HEK293T) cells expressing luciferase-tagged ELG1; HEK293T ELG1-luciferase reporter, luminescence, 16 h; Potency, µM (highest dose often 46 µM), for inactives: top-dose activity change, positive = activation, most hits filed as activators; 330,000 compounds, 1.3% hits; also: % of control where 0% means no effect; nearly all actives have a fitted effect of over 60% in size
#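 After overnight (16 hr) compound treatment at 37 °C, ELG1-luciferase HEK293T cells were lysed with ONE-Glo; luminescence quantified 30 min later at room temperature.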
# p53 reactivator = qHTS assay for re-activators of p53 using a Luc reporter; H1299 p53-A138V BP100-luciferase reporter, luminescence, 24 h; Potency, µM (highest dose often 92.2 µM), for the others: top-dose activity change, positive = activation, most hits filed as activators; 320,000 compounds, 0.063% hits; also: % of control where 0% means no effect; nearly all actives have a fitted effect of over 45% in size
#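 p53-null H1299 cells stably carrying temperature-sensitive p53-A138V and a BP100-luciferase reporter were pinned with compounds (4-point, 1:5 series) and held 24 hrs at 37 deg C. Luminescence was read 10 min after detection reagent.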
# VP16 counter = VP16 counterscreen qHTS for inhibitors of ROR gamma transcriptional activity; Drosophila S2 Gal4-VP16 UAS-luciferase, luminescence, 20 h; Potency, µM (highest dose often 53.6 µM), without a hit: at the highest dose activity, negative = inhibition, actives largely listed as inhibitors; 310,000 compounds, 3.5% hits; AID 2546, 2010;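 also: Gal4-VP16 expression switched on by copper sulfate through the metallothionein promoter; % is scaled to controls: 0 for no effect and ±100 for the full control effect; nearly all actives have a fitted effect of over 50% in size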
# MBNL1-CUG inh = qHTS Assay for Inhibitors of MBNL1-poly(CUG) RNA binding. TR-FRET MBNL1-His/biotin-(CUG)12 binding, 665/545 ratio. AID 2675, 2010. 280,000 compounds, 0.036% hits. Potency, µM (top dose mostly 57.5 µM), inactives show at the top dose activity change, negative = inhibition, actives largely listed as inhibitors; active = well fitted inhibition curve with a large enough effect in the signal ratio, with a control signal flat, not every such curve was filed as active; inconclusive = small, poorly fitted or top-dose-only effect, or effect the other way, or a change in a side signal; inactive = no such curve, though single readings can be large or run the other way; the % refers to the signal ratio; also: % is scaled to controls: 0 for no effect and ±100 for the full control effect
# Target sequence (Q9NR56 whole entry, looked up): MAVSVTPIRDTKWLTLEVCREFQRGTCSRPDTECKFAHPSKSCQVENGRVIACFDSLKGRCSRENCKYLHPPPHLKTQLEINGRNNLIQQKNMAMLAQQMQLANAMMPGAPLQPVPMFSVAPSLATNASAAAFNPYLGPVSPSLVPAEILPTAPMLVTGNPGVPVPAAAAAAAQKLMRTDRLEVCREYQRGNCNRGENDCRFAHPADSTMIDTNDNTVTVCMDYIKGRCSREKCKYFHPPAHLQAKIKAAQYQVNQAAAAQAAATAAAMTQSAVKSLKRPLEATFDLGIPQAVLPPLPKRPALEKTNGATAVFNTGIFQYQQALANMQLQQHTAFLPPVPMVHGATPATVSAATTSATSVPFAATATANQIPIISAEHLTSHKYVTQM
#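 TR-FRET readout: Ex 340 nm, 665/545 nm emission ratio, normalized to buffer-only (basal) and MBNL1-(CUG)12 controls. Complex of MBNL1-His with Biotin-(CUG)12, compounds 92 nM–58 uM, incubated 60 min at room temperature.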
# BRCA1 expr act = qHTS Assay to Identify Small Molecule Activators of BRCA1 Expression; MCF7-BRCA1-FFLuc reporter, luminescence, 48 h; response scale: scaled: vehicle 0%, 10 µM genistein 100%; Potency, µM (series often up to 46.1 µM), for the others: top-dose activation, usual class: activators; AID 624202, 2012; 380,000 compounds, 1.1% hits; also: nearly all actives have a fitted effect of over 80% in size; some results filed as inactive show a strong effect at the top dose
#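 MCF7 cells carrying a BRCA1-firefly luciferase reporter (2000 cells/well, phenol-red free MEM) were attached for 2 h at 37 °C, then given compounds for 48 h. Luminescence was read 15 min after luciferase reagent; activity normalized to genistein (10 microM) and DMSO.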
# uPA generation = qHTS for Inhibitors of Cell Surface uPA Generation; Potency, µM (series often up to 38.3 µM), for the others: top-dose activity change, negative = inhibition, actives largely listed as inhibitors; 330,000 compounds, 0.31% hits; AID 540303, 2011; cell surface uPA generation assay, qHTS; active = well fitted inhibition curve with a large enough effect; inconclusive = small, poorly fitted or top-dose-only effect; inactive = no such curve, though single readings can be large or run the other way; tested in mouse RAW 264.7 cells; also: % is scaled to controls: 0 for no effect and ±100 for the full control effect; nearly all actives have a fitted effect of over 55% in size
# The depositor's hits bear a star; ? = inconclusive; nt = no result given; [ ] = remark or other dose. Unless noted, calls follow the shape of the dose curve; as a rule, active = well fitted curve in the direction sought with a large enough effect; inconclusive = small, poorly fitted or top-dose-only effect, or another doubt; inactive = no such curve, though single readings can be large; an effect the other way counts as inactive or inconclusive. Potency is read from the fitted curve at half-maximal effect. Some of the compounds tested; count on the stated rates, not on these rows.
SMILES,MLL CXXC-DNA inh,FLuc modulator,NPC1 prom act,RORgamma inh,Rab9 prom act,ELG1 genotoxic,p53 reactivator,VP16 counter,MBNL1-CUG inh,BRCA1 expr act,uPA generation
Cc1ccc(S(=O)(=O)N2CCCCC2)cc1NC(=O)c1ccc2c(=O)n3c(nc2c1)CCCCC3,6%,-1%,-5%,41%,-3%,-11%,-6%,-2%,-2%,nt,nt
O=C(NC1CCN(C(=O)c2cccs2)CC1)c1ccccc1,3%,0%,2%,0%,-4%,0%,12%,-1%,3%,8%,0%
O=C(NCc1ccccn1)c1ccc2c(=O)n(CCc3ccccc3)c(=O)[nH]c2c1,11%,-4%,-9%,27%,14%,0%,-5%,10%,nt,1%,-19%
CC(C)NC(=S)N/N=C/c1ccc(N2CCOCC2)cc1,2%,-2%,12%,2.8µM*,0%,8%,14%,4.5µM*,?,-17%,7%
CCOC(=O)C1CCN(Cc2ccc(O)c3ncccc23)CC1,45%[activator],11%,-14%,2.8µM*,-1%,-6%,-53%[inhibitor],5µM*,19%,-88%[inhibitor],-9%
CC(C)N(C(=O)CN1CCC(c2nc3ccccc3[nH]2)CC1)C(C)C,-12%,1%,-4%,-12%,-1%,2%,-6%,-6%,-3%,-18%,1%
Cc1ccc2c(c1)N(CC(=O)NCCCN1CCCCC1)C(=O)CO2,2%,3%,2%,0%,3%,0%,4%,-1%,-6%,2%,4%
CCOC(=O)c1cc(-c2ccccc2)nn1Cc1cc(C)no1,nt,?,26%,nt,21%,12%,16%,nt,nt,?,6%
CCOC(=O)CCc1c(C)c2ccc(OCC)c(C)c2oc1=O,6%,12µM*,2%,7%,-8%,10%,3%,1%,-2%,-34%,nt
COc1ccc2c(n1)Sc1nc3ccccc3nc1N2,?,2.1µM*,?,?,2.2µM*,8.2µM*,?,28%,10%,47%,0%
CCOC(=O)NC(=O)CSc1ccc(S(=O)(=O)N(C)C2CCCCC2)cn1,nt,nt,-1%,nt,0%,0%,17%,nt,nt,-1%,-13%
Cc1nc(N2CCN(c3ccccn3)CC2)c2c(C)c(C(=O)Nc3ccc(Cl)cc3)sc2n1,25%,-1%,-3%,-3%,0%,-11%,3%,-1%,2%,0%,8%
O=C(NCc1ccccc1)C1(CC2CC(c3ccccc3)=NO2)CCNCC1 (stereo not drawn),nt,5%,-1%,nt,-7%,-1%,-8%,nt,nt,-8%,-23%
Cc1ccc(C)c(NC(=S)NCc2ccc3[nH]c4c(c3c2)CCCC4)c1,-4%,2%,-1%,2µM*,-3%,1%,-2%,6.3µM*,27%,-48%,?
Cc1nnc(SCC(=O)Nc2cccc(C(F)(F)F)c2)[nH]c1=O,-1%,-19%,-5%,3%,-7%,-2%,12%,-1%,-7%,-1%,-3%
O=C(NCc1ccccn1)c1cccc([N+](=O)[O-])c1,2%,2%,-1%,0%,11%,0%,12%,-3%,?,4%,nt
Cn1ncc(Br)c1NC(=O)Nc1ccccc1,5%,2%,-3%,2%,4%,0%,2%,-2%,-20%,0%,6%
O=C(c1cccc(S(=O)(=O)N2CCN(c3ccccc3)CC2)c1)N1CCN(c2ccccc2O)CC1,nt,0%,0%,nt,-5%,0%,-8%,nt,nt,-4%,-7%
CCCCN(C)C(=O)c1cn(C)c2ccc(S(=O)(=O)N(C)C)cc2c1=O,2%,4%,-7%,-39%,-2%,2%,-6%,-2%,-6%,31%,6%
COc1ccccc1-c1cc(C(F)(F)F)nc(N2CCOCC2)n1,13%,0%,-6%,17%,2%,1%,-2%,-5%,-9%,-22%,15%
O=C(NC(=S)Nc1ccccc1)c1cc(-c2ccccc2)nc2ccccc12,15%,-5%,-3%,0.28µM*,-6%,1%,2%,4.5µM*,19%,0%,5%
Cc1ccccc1N1CCN(C2CCCN(C(=O)c3cc(CC(C)C)nn3C)C2)CC1 (stereo not drawn),13%,1%,2%,16%,-4%,-19%,1%,3%,-2%,-23%,-20%
Cc1ccc(NC(=O)C2C3C=CC4(O3)C2C(=O)N(CCCN2CCCC2)C4C(=O)NC2CCCCC2)cc1Cl (stereo not drawn),-1%,-1%,3%,-15%,-1%,0%,3%,8%,-2%,-29%,-1%
CCC(Cc1ccccc1)NC(=O)c1cc(S(=O)(=O)N2CCCCC2)c[nH]1 (stereo not drawn),-1%,-2%,-3%,8%,1%,1%,nt,-3%,-3%,-17%,5%
CSCC[C@H](NC(=O)[C@@H]1Cc2ccccc2CN1)C(=O)NC1CCCC1,-10%,1%,-2%,-17%,10%,2%,-5%,0%,-2%,1%,1%
O=C(c1cc(Cl)nc2ccccc12)N1CCN(Cc2ccc3c(c2)OCO3)CC1,nt,nt,-2%,nt,-3%,-2%,-6%,nt,nt,-20%,-3%
O=C(Nc1ccccc1)C1=C[C@H](c2coc3ccccc3c2=O)C[C@H](OCCCCO)O1,-9%,3%,0%,14%,1%,-2%,-2%,-9%,3%,-3%,1%
COc1ccc(Oc2cc(C)nc(Cl)n2)nn1,8%,-2%,-8%,-21%,-3%,0%,2%,-6%,-3%,1%,9%
COc1ccc(O)c(CNc2ccccc2F)c1,2%,-2%,-2%,9%,-8%,10%,-2%,11%,4%,0%,-6%
Cc1cc(C)cc(NC(=O)N2CCCCCCC2)c1,-1%,?,-2%,6%,-4%,1%,-1%,4%,-10%,15%,2%
C/C(CC(=O)Nc1ccc(Cl)c(C(F)(F)F)c1)=N\NC(N)=S,2%,?,15%,11µM*,13%,12%,8%,?,-2%,-25%,-9%
O=C(NCCc1c[nH]c2ccccc12)/C(=C/c1ccco1)NC(=O)c1ccco1,1%,5%,0%,23%,?,0%,-2%,-3%,-2%,0%,1%
NC1=NC(=O)CC(C(=O)NCc2ccccc2)S1 (stereo not drawn),8%,7%,-3%,-9%,1%,5%,-2%,-1%,0%,-3%,5%
Cc1cn(C(=O)C(C)N2C(=O)c3ccccc3C2=O)c(C)n1 (stereo not drawn),8%,-2%,3%,21%,2%,6%,-2%,7%,12%,12%,4%
CCCCn1c(N)c(N(CCOC)C(=O)c2ccc(S(=O)(=O)N3CCC(C)CC3)cc2)c(=O)[nH]c1=O,nt,5%,-2%,nt,1%,-1%,6%,nt,nt,1%,7%
O=C(CNC1=NCCC1)c1ccc2c(c1)OCCO2,-2%,-3%,-1%,3%,0%,-1%,-8%,26%,7%,-4%,3%
Cc1cccc(-c2noc(Cc3ccc(Cl)cc3)n2)c1,-6%,?,28%,12%,?,18µM*,?,0%,10%,?,0%
CCOC(=O)c1c(C)[nH]c(C)c1S(=O)(=O)NCc1ccc(OCC)cc1,-1%,1%,0%,-19%,10%,2%,6%,4%,-2%,6%,-15%
CC1CCCCC1NC(=O)NC(=O)COC(=O)C1=NN(c2ccccc2)C(=O)CC1 (stereo not drawn),nt,5%,-3%,nt,-5%,2%,3%,nt,nt,1%,-7%
CCC(=O)Nc1ccc(NC(=O)c2cc3ccccc3o2)c(OC)c1,12%,?,2.5µM*,?,4µM*,?,14%,?,-10%,48%,-11%
CC(=O)Oc1ccc(N2C(=O)C3C4C=CC(C5CC45)C3C2=O)cc1[N+](=O)[O-] (stereo not drawn),8%,2%,-2%,5%,-4%,-1%,3%,?,12%,3%,-2%
CC(=O)c1cccc(NC(=O)CCNC(=O)c2ccccc2Cl)c1,?,1%,-8%,17%,2%,-1%,-7%,-1%,5%,2%,7%
O=[N+]([O-])c1cn(-c2nc(-c3ccco3)cc(C(F)(F)F)n2)cn1,16%,0%,0%,?,-2%,2%,8%,3%,-2%,-1%,4%
COc1ccc(CNc2nc(S(=O)(=O)c3ccccc3)c(Cl)s2)cc1OC,0%,-1%,-7%,?,-9%,3%,-6%,?,-2%,-57%,-11%
Cc1ccc(OCCSc2ncnc3sc(C)c(C)c23)cc1C,2%,0%,3%,11µM*,-7%,1%,-4%,-15%,-6%,-6%,12%
